NTR1 agonist = agonists of NTR1, primary screen, imaging, U2OS cells, beta-arrestin-GFP, high content (AID 493036); Neurotensin receptor type 1 (Homo sapiens), P30989; NTR1-U2OS beta-arrestin-GFP spot imaging, agonist mode; activation, % at 20 µM; 330,000 tested, 0.17% active;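 active = activation at or above 40% of the spot to cytoplasm intensity ratio, with at least 20 cells analyzed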;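 also: 0% = DMSO without peptide and 100% = 100 nM NTR1 peptide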
Target sequence (P30989 whole entry, looked up): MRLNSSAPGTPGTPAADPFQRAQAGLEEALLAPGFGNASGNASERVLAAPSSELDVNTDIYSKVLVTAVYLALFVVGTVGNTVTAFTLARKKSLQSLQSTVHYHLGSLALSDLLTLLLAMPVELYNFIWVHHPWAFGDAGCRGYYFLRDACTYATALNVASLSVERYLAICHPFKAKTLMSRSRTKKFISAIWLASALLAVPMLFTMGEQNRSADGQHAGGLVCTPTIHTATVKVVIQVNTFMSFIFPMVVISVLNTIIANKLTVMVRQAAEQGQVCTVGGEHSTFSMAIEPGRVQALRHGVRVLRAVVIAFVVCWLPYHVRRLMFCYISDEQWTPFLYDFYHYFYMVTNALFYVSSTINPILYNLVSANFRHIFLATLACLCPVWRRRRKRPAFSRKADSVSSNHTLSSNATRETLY
MgcRacGAP inhibition = MgcRacGAP GTPase-activating activity inhibitors, confirmation, biochemical, ADP Hunter fluorescence | Rac GTPase-activating protein 1 (Homo sapiens) | inhibition, % at 30 µM; hits with a dose series show IC50 in µM | AID 624330, 2012 | 340,000 tested, 0.6% active | MgcRacGAP-stimulated Rac1 GTP hydrolysis, ADP Hunter fluorescence; higher % means a stronger effect; GST-tagged Rac1 F28L mutant substrate;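 active = first-screen hits whose inhibition reached a set limit at any dose in the follow-up dose series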;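 also: fluorescence reports GDP produced by GAP-driven GTP hydrolysis; strong numbers were not always called active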
RSV CPE inhibition = RSV antiviral activity via CPE protection, HEp-2 cells, primary 10 µM value included (AID 2391) | HEp-2 cells, RSV-induced CPE inhibition; higher % means a stronger effect | CPE inhibition, % at 10 µM, or IC50 in µM where a hit was titrated | 310,000 tested, 0.13% active; in the data active = a potency from the dose series; also: strong numbers were not always called active
Siah-1 displacement = Siah-1 peptide-binding antagonists, primary screen, biochemical, fluorescence polarization, rhodamine-plectin, uHTS (AID 1817); E3 ubiquitin-protein ligase SIAH1 (Homo sapiens); Siah-1 / rhodamine-plectin peptide fluorescence polarization; higher % means a stronger effect; displacement, % at 20 µM; hits with a dose series show IC50 in µM; 290,000 tested, 0.02% active;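 active = displacement of at least 50% at 20 µM, with a fluorescence ratio check between 0.3 and a set limit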;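 also: plate controls were Siah plus tracer with DMSO for no effect and tracer alone without Siah for full effect; strong numbers were not always called active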
AID2073 = inhibitors of Mint1-CaV2.2 protein interaction, biochemical, HTRF (AID 2073); Voltage-dependent N-type calcium channel subunit alpha-1B (Homo sapiens); 290,000 tested, 0.19% active; HTRF protein-protein interaction, Mint1-CaV2.2; higher % means a stronger effect; one-dose inhibition, % at 20 µM; IC50 in µM for titrated hits; in the data active = inhibition mostly above about 51%, no sharp cut-off; also: some results filed as inactive read as strong as hits
NS5 inhibitors = Dengue-2 NS5 methyltransferase inhibitors, primary screen, biochemical, confirmation dose response (AID 588689) | Genome polyprotein (Dengue virus type 2 (strain 16681-PDK53)) | Dengue-2 NS5 methyltransferase capping enzyme assay, biochemical; higher % means a stronger effect | inhibition, % at 25 µM; hits with a dose series show IC50 in µM | 340,000 tested, 0.3% active; in the data active = a potency from the dose series
SV40 large T antigen = SV40 large T antigen inhibitors, biochemical (AID 1903). SV40 large T antigen ATPase/helicase inhibition assay; higher % means a stronger effect. 310,000 tested, 0.39% active. one-dose inhibition, % at 20 µM; IC50 in µM for titrated hits; in the data active = a potency from the dose series; also: strong numbers were not always called active
K1F lysis inhibition = inhibition of K1F phage lysis, E. coli UTI89, bacterial capsule biogenesis inhibitors, alamar blue (AID 488966) | E. coli UTI89 K1F phage lysis, alamar blue, 2 h; higher % means a stronger effect | inhibition, % at 100 µM, or IC50 in µM where a hit was titrated | 340,000 tested, 0.02% active;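 active = phage lysis inhibition, versus mean bacterial control, above a set limit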;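 also: capsule biogenesis inhibitors block K1F phage lysis so surviving cells raise fluorescence; higher fluorescence means more inhibition of phage lysis; actives were called in the ten point dose series up to 300 µM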
West Nile antiviral = West Nile virus antiviral activity, cell-based, CPE readout (AID 1621); West Nile virus-infected cells, CPE inhibition; higher % means a stronger effect; CPE inhibition, % at 10 µM; hits with a dose series show IC50 in µM; 290,000 tested, 0.02% active; in the data active = a potency from the dose series; also: strong numbers were not always called active
NTR1 agonist cell count 20 µM = further read-out of NTR1 agonist, marked with its call; cell count; measured here: cell count, cytotoxicity flag
NS5 inhibitors pilot replicate = recorded beside NS5 inhibitors, whose call it bears; inhibition, %; measured here: pilot screen replicate inhibition
The depositor's hits bear a star; nt = not tested or not shown; [ ] = remark or other dose.

SMILES | NTR1 agonist | NTR1 agonist cell count 20 µM | MgcRacGAP inhibition | RSV CPE inhibition | Siah-1 displacement | AID2073 | NS5 inhibitors | SV40 large T antigen | K1F lysis inhibition | West Nile antiviral | others
CC(/C=N/O)Cc1ccc2c(c1)OCO2 (stereo unspecified) | -2.0 | 89 | 2.1% | 2.4% | nt | nt | 1.6% | 3.5% | 0.4% | 0.8%
CC(Sc1nnc(N)s1)c1ccccc1Cl (stereo unspecified) | 0.0 | 50 | 4.5% | 2.8% | -6.6% | 7.5% | 0.7% | 8.9% | -1.8% | -0.7%
COc1ccc(OC)c(NS(=O)(=O)c2ccc(Br)s2)c1 | 1.6 | 46 | nt | -2.0% | 5.8% | 0.0% | nt | 10.8% | nt | -0.3%
COc1ccccc1CN1CC(C(=O)NCCC2=CCCCC2)CCC1=O (stereo unspecified) | 0.0 | 66 | 3.9% | 2.2% | -0.8% | -3.1% | 0.0% | -7.2% | 0.2% | -0.1%
Cc1ccc(NC(=O)CS(=O)(=O)c2c[nH]c3ccccc23)c(C)c1 | -0.2 | 61 | 5.9% | 0.8% | 2.1% | 0.5% | 5.7% | 0.5% | 0.6% | -0.6%
CC(=O)n1cc([C@@H]2C=C(C(=O)Nc3ccccc3)O[C@H](OCc3ccc(CO)cc3)C2)c2ccccc21 | 3.0 | 84 | 12.4% | 13.6% | 0.6% | 9.3% | -9.8% | 3.1% | 0.8% | 0.5%
CCCS(=O)(=O)N1CCCC(C(=O)NCCCN(C)c2ccccc2)C1 (stereo unspecified) | 0.4 | 34 | 11.4% | 1.0% | 4.0% | -4.0% | 0.7% | 6.4% | -0.1% | -0.5%
O=C(CSc1nnc(CNC(=O)c2cccs2)o1)Nc1ccccc1 | -1.2 | 75 | 2.6% | 0.2% | 4.8% | 3.7% | -2.7% | 14.6% | 0.2% | nt
O=C(N/N=C/C1=Cc2ccccc2OC1)c1ccncc1 | -0.6 | 48 | nt | 1.2% | -0.8% | 16.1% | nt | 15.5% | nt | 2.0%
O=C1c2cccc3c([N+](=O)[O-])ccc(c23)C(=O)N1O | 1.6 | 85 | 16.6% | 3.8% | 27.4% | 24.5% | 26.7% | 4.2% | 0.9% | 2.0%
Cc1ccc2c3c([nH]c2c1C)-c1nonc1CC3 | 3.0 | 67 | 7.1% | 0.9% | 2.9% | 25.5% | 0.4% | 6.7% | 1.4% | -0.5%
O=C(NCCCN1CCCC1)C1CCC(=O)N1C1CCCCC1 (stereo unspecified) | 1.2 | 60 | -5.6% | -0.2% | -2.2% | -4.4% | -1.7% | 1.1% | 1.3% | 0.2%
COc1ccc(OC)c(S(=O)(=O)Nc2cc3c4c(c2)CCC(=O)N4CCC3)c1 | -0.2 | 57 | 2.1% | -1.6% | nt | nt | 2.9% | 12.8% | 1.1%[50 µM] | nt
O=C(N[C@@H](Cc1ccccc1)C(=O)N1CCN(S(=O)(=O)c2ccc(F)cc2)CC1)c1ccco1 | 1.2 | 56 | 4.4% | nt | nt | nt | -7.2% | nt | 0.9%[50 µM] | nt
OC(COc1ccccc1)CN1CCCC1 (stereo unspecified) | 1.2 | 46 | 18.4% | 5.0% | -1.5% | -3.1% | 2.3% | 8.8% | 0.3% | 0.4%

Random excerpt: five records from the list
SMILES | NTR1 agonist | NTR1 agonist cell count 20 µM | MgcRacGAP inhibition | RSV CPE inhibition | Siah-1 displacement | AID2073 | NS5 inhibitors | SV40 large T antigen | K1F lysis inhibition | West Nile antiviral | others
O=C(NCCCN1CCCC1)C1CCC(=O)N1C1CCCCC1 (stereo unspecified) | 1.2 | 60 | -5.6% | -0.2% | -2.2% | -4.4% | -1.7% | 1.1% | 1.3% | 0.2%
O=C(N/N=C/C1=Cc2ccccc2OC1)c1ccncc1 | -0.6 | 48 | nt | 1.2% | -0.8% | 16.1% | nt | 15.5% | nt | 2.0%
OC(COc1ccccc1)CN1CCCC1 (stereo unspecified) | 1.2 | 46 | 18.4% | 5.0% | -1.5% | -3.1% | 2.3% | 8.8% | 0.3% | 0.4%
O=C1c2cccc3c([N+](=O)[O-])ccc(c23)C(=O)N1O | 1.6 | 85 | 16.6% | 3.8% | 27.4% | 24.5% | 26.7% | 4.2% | 0.9% | 2.0%
O=C(CSc1nnc(CNC(=O)c2cccs2)o1)Nc1ccccc1 | -1.2 | 75 | 2.6% | 0.2% | 4.8% | 3.7% | -2.7% | 14.6% | 0.2% | nt

Other records.
SMILES | NTR1 agonist | NTR1 agonist cell count 20 µM | MgcRacGAP inhibition | RSV CPE inhibition | Siah-1 displacement | AID2073 | NS5 inhibitors | SV40 large T antigen | K1F lysis inhibition | West Nile antiviral | others
[O-][N+]12CCN(CC1)c1ccccc12 | 1.4 | 65 | -5.3% | -0.2% | 2.1% | 2.8% | -0.7% | 9.0% | 0.8% | 0.0%
CCOC(=O)Cn1cnc2sc3c(c2c1=O)CCC3 | -2.0 | 79 | 3.7% | 3.2% | 2.1% | 2.7% | -3.9% | 7.0% | 0.4% | -0.4%
c1ccc(-[n+]2nc(Nc3cccc4ccccc34)sc2-c2c3ccccc3cc3ccccc23)cc1 | 2.4 | 90 | 9.9% | 9.4% | nt | nt | 12.3% | 12.5% | 0.6% | nt
CC(=O)c1ccc(OCCCC(=O)Nc2ccc3c(c2)OCCO3)cc1 | 1.2 | 95 | 5.0% | 1.9% | nt | nt | 1.5% | nt | 0.8%[50 µM] | nt
O=C(c1c(F)cccc1F)N1CCN(c2ccccc2F)CC1 | -0.1 | 62 | 6.0% | 2.3% | 0.6% | 2.4% | -4.8% | 22.5% | 2.8%[50 µM] | 0.1%
O=C(O)COc1ccccc1/C=N/NC(=O)c1ccc(F)cc1 | 0.6 | 57 | -7.3% | 1.4% | -2.3% | 5.1% | 5.2% | 6.3% | 0.2% | 0.4%
O=C(Cc1ccccc1)N[C@H](c1ccccc1)P(=O)(O)CO | -0.1 | 45 | -4.6% | -1.1% | 1.8% | 3.8% | 5.4% | -2.9% | 0.1% | 0.2%
CC(C)(C)c1cc(C(=O)N/N=C/c2ccccn2)n[nH]1 | -0.4 | 52 | 0.1% | 1.4% | 0.7% | -3.5% | 0.8% | 13.3% | -0.1% | -0.4%
O=C(/C=C/c1ccc([N+](=O)[O-])cc1)NCCOc1ccc(F)cc1 | -1.0 | 36 | 1.1% | 6.2% | 1.3% | 14.4% | -11.5% | 1.4% | 0.1% | -0.8%
Cc1ccc(Nc2nc(-c3ccncc3)nc3ccccc23)cc1 | 0.6 | 66 | nt | 5.2% | 8.1% | 22.5% | nt | 4.3% | nt | -0.8%
CC(C)(C)C1CCCCC1NC(=O)c1ccncc1 (stereo unspecified) | 0.2 | 55 | 5.6% | 3.9% | -5.0% | -3.5% | -0.6% | 8.3% | 0.1% | 0.1%
CN(C)S(=O)(=O)N1CCN(C(=O)N2CCCCC2)CC1 | -0.3 | 48 | 4.3% | -0.4% | 1.8% | 3.6% | 0.3% | 6.2% | 0.1% | -0.5%
O=C(O)CC(Cc1ccccc1)C(=O)NCC12CC3CC(CC(C3)C1)C2 (stereo unspecified) | 1.5 | 18 | 3.2% | 3.2% | -3.7% | -9.7% | nt | 3.9% | -0.1% | -0.2%
Cc1cc(NC(=O)CCC(=O)N(c2ccccc2)C(C(=O)NC(C)(C)C)c2ccccc2Cl)no1 (stereo unspecified) | 4.5 | 41 | 2.5% | 4.1% | -2.3% | 8.8% | -10.0% | -3.5% | -0.5% | 0.1%
CCOc1ccc(C(=O)NCC(=O)NCC(c2ccccc2OC)N2CCCC2)cc1 (stereo unspecified) | -1.2 | 83 | 5.8% | -0.1% | nt | nt | -5.8% | 0.7% | 1.6%[50 µM] | nt
CC(NC(=O)C1CCCC1)c1ccc(Br)cc1 (stereo unspecified) | -0.3 | 51 | -4.3% | 1.8% | 3.9% | -2.8% | -0.4% | 4.7% | 0.1% | -0.4%
CC(C)CCNC(=O)c1c(CSc2ccc(Cl)cc2)noc1C(=O)NCc1ccccc1 | -0.1 | 53 | 6.9% | 0.1% | nt | nt | -5.6% | 3.8% | -0.3% | -0.5%
O=C(NN1CCOCC1)c1ccc(Br)s1 | 3.3 | 53 | 9.0% | 8.5% | -2.7% | 7.2% | -4.5% | 3.9% | 0.1% | -0.1%
CCCN(CCC)S(=O)(=O)c1ccc2c(c1)CCCN2C(C)=O | 1.0 | 74 | 10.7% | 0.4% | -2.1% | 0.2% | -4.8% | 0.8% | 0.5% | 0.1%
O=C(NC(=S)Nc1ncc(Br)cc1Br)c1cncc(Br)c1 | 1.5 | 63 | 2.1% | 8.5% | 0.4% | -5.7% | -3.2% | 7.3% | -0.8% | -0.5%
COc1ccc([C@H]2CC(=O)C=C(c3cccc4c3Oc3ccccc3S4)C2)cc1OC | 3.1 | 54 | 6.1% | 3.8% | nt | nt | 3.3% | nt | 0.2% | nt
COc1ccccc1CNC(=O)N1CCN(S(=O)(=O)c2ccc(C)cc2)CC1 | 0.5 | 46 | 5.1% | -0.1% | 0.0% | 7.1% | -6.5% | -3.6% | 0.3% | -0.5%
Cc1ccc(NC(=O)CSc2ncccn2)cc1S(=O)(=O)N1CCCCC1 | 0.3 | 53 | 9.4% | 1.1% | nt | nt | -0.7% | 13.9% | 2.4%[50 µM] | nt
O=C(COC(=O)c1ccccc1SCC(=O)N1CCCC1)Nc1ccccc1OC(F)F | 0.2 | 72 | 6.2% | 13.0% | nt | nt | -3.6% | 7.7% | 0.8%[50 µM] | nt
O=C(NNS(=O)(=O)c1ccc(C(F)(F)F)cc1)c1cnn(-c2ccccc2)c1C(F)(F)F | 1.0 | 62 | 1.4% | 3.2% | 13.6% | -3.3% | 3.1% | 14.8% | 0.1% | 0.0%
CC(=O)N1CCN(c2ccc(S(=O)(=O)N3CCCCC3)cn2)CC1 | 6.0 | 80 | -0.8% | 4.6% | -6.9% | 2.9% | -7.5% | -0.6% | -0.2% | -0.1%
CCCN1C(=S)SC(C)(C)C1/[N+]([O-])=C/c1cccnc1 (stereo unspecified) | 1.7 | 48 | 9.5% | 1.7% | -3.4% | 0.1% | -0.8% | 1.9% | 1.5% | 0.0%
CCn1c(CNC(=O)c2ccco2)nnc1SCC(=O)Nc1cc(C)c(C)cc1Br | 0.6 | 88 | -0.4% | 3.8% | 2.4% | -7.8% | 1.4% | 7.8% | 0.3% | 0.5% | NS5 inhibitors pilot replicate=2.6
Cc1ccc(CN2CCCC(CO)(Cc3ccccc3C)C2)s1 (stereo unspecified) | 1.8 | 47 | -6.0% | 1.4% | 9.3% | -2.6% | 4.0% | 1.9% | 0.2% | -1.1%
CCOC(=O)/C(=C\c1ccccc1)NC(=O)c1ccccc1 | -0.9 | 65 | -5.7% | nt | -1.7% | 5.5% | -9.3% | -7.6% | -1.6% | 0.0%
COc1ccc(OC)c(NC(=O)CSc2nnc(CCCO)n2-c2ccccc2)c1 | -0.2 | 74 | -0.2% | 0.4% | 5.6% | -5.6% | 0.0% | 5.5% | 0.2% | 0.1%
Nn1cnc2c([nH]c3ccccc32)c1=O | -1.9 | 55 | 5.7% | 2.6% | 2.1% | 18.0% | 2.9% | 15.1% | -1.3% | 0.2%
